Bfl-1 Bim block: inhibitors of Bim binding to Bfl-1, primary screen, biochemical, multiplexed, bead-based flow cytometry | AID 1008, 2008 | inhibition, % at 10 µM | Bim-Bfl-1 binding inhibition | hit rate 0.12% among 190,000 | Bcl-2-related protein A1 (Homo sapiens), Q16548;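 note: 0% = wells without compound plus tracer and 100% = blocker peptide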
Bim-Mcl-1: inhibitors of Bim peptide binding to Mcl-1, primary screen, biochemical, bead-based flow cytometry, multiplex. Induced myeloid leukemia cell differentiation protein Mcl-1 (Homo sapiens), Q07820. Bim peptide-Mcl-1 binding. inhibition, % at 10 µM. hit rate 0.1% among 190,000;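 note: 0% = no compound tracer wells and 100% = peptide blocker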
Bcl-B Bim block: inhibitors of Bim-Bcl-B binding, primary screen, biochemical, multiplexed, human Bcl-2 family; bead-based flow cytometry, Bim peptide-Bcl-B binding; inhibition, % at 10 µM; Bcl-2-like protein 10 (Homo sapiens), Q9HD36; hit rate 0.073% among 190,000;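 note: 0% = tracer peptide without compound and 100% = reference inhibitor peptide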
Target sequence (Q9HD36 whole entry, looked up): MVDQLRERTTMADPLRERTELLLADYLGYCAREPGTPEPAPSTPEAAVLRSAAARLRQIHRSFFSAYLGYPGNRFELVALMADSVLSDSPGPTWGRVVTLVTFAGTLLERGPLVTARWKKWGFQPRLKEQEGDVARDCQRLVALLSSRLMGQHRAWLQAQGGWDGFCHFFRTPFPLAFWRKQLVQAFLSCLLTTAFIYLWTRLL
Mcl1 Noxa PPI: Mcl-1/Noxa binding inhibitors, primary screen, biochemical, TR-FRET, 1536-well | Induced myeloid leukemia cell differentiation protein Mcl-1 (Homo sapiens), Q07820 | TR-FRET Mcl-1/Noxa peptide binding, 2 h | inhibition, % at 21.7 µM | hit rate 1.5% among 220,000 | AID 1022, 2008;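 active = compounds that cut the protein-peptide binding signal by more than 50% relative to plate controls in a single-dose test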;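 note: His-tagged Mcl-1 with rhodamine Noxa BH3 peptide and terbium anti-His antibody; 0% = Mcl-1 plus Noxa peptide wells and 100% = peptide-only wells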
RGS4-Gao reg: modulators of RGS4 binding to Galphao, primary screen, biochemical, multiplexed bead flow cytometry. binding response (% of control), % at 10 µM. Guanine nucleotide-binding protein G(o) subunit alpha (Homo sapiens), P09471. hit rate 0.33% among 220,000. AID 1415, 2008. actives lie on both sides; in the data active = binding response below about 49% or above about 150%; inactive = in between;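 note: fluorescent Galphao activated with aluminum fluoride binding bead-coupled RGS4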
Target sequence (P09471 whole entry, looked up): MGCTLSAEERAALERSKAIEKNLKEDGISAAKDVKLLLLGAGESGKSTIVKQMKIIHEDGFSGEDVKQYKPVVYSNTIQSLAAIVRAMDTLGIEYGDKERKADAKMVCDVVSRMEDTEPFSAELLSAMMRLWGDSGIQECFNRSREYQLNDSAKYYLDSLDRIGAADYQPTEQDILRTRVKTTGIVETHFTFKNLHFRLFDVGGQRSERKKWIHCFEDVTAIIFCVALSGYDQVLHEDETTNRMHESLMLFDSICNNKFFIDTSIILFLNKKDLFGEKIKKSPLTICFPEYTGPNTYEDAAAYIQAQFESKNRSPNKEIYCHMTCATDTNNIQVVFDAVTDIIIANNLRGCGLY
RGS8-Gao: RGS8-Galphao binding modulators, primary screen, biochemical, multiplexed bead flow cytometry. response (percent of control binding), % at 10 µM. actives lie on both sides. hit rate 0.34% among 220,000. Guanine nucleotide-binding protein G(o) subunit alpha (Homo sapiens), P09471. AID 1423, 2008; in the data active = response below about 60% or above about 140%; inactive = in between;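 note: Galphao activated as the GDP aluminium fluoride complex binding bead-coupled RGS8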
Mcl1 Bid PPI: Mcl-1/Bid binding inhibitors, primary screen, biochemical, TR-FRET, 1536-well; TR-FRET Mcl-1/Bid-Dy647 peptide binding; AID 1021, 2008; inhibition, % at 21.7 µM; hit rate 0.97% among 220,000;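 active = compounds that cut the binding signal by more than half at the single screening dose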;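 note: His-tagged Mcl-1 with europium anti-His antibody binding Bid BH3 peptide; 0% = Mcl-1 plus peptide wells and 100% = peptide-only wells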
Bcl-W Bim block: inhibitors of Bim binding to Bcl-W, primary screen, biochemical, multiplexed, bead-based flow cytometry. Bim peptide-Bcl-W binding. inhibition, % at 10 µM. hit rate 0.02% among 190,000. AID 952, 2007;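 note: 0% = bound tracer without compound and 100% = peptide blocker; higher means less fluorescent Bim peptide bound to Bcl-W beads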
RGS7-Gao: RGS7-Galphao binding modulators, primary screen, biochemical, multiplexed bead flow cytometry; AID 1439, 2008; hit rate 0.35% among 220,000; actives lie on both sides; binding response (% of control), % at 10 µM; in the data active = binding response below about 49% or above about 150%; inconclusive = no clear call, values can overlap the other calls; inactive = in between;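 note: fluorescent Galphao held in activated GDP-AlF4 state binding bead-coupled RGS7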
Bim-Bcl-2: inhibitors of Bim-Bcl-2 binding, primary screen, biochemical, multiplexed, human Bcl-2 family; Apoptosis regulator Bcl-2 (Homo sapiens), P10415; Bead-based flow cytometry, Bim peptide-Bcl-2 binding; inhibition, % at 10 µM; hit rate 0.06% among 190,000; AID 950, 2007; in the data active = inhibition above about 40%; inconclusive = no clear call, values can overlap the other calls;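 note: 0% = no compound wells with probe peptide and 100% = reference peptide inhibitor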
Target sequence (P10415 whole entry, looked up): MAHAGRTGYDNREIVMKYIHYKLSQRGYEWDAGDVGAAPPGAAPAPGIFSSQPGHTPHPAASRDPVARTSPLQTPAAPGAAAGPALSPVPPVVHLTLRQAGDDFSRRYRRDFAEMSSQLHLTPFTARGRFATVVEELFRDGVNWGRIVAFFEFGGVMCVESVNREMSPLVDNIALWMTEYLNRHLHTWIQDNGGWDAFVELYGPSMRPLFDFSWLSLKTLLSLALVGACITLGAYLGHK
Bim-Bcl-XL: inhibitors of Bim-Bcl-XL binding, primary screen, biochemical, multiplexed, bead flow cytometry, human Bcl-XL | hit rate 0.04% among 190,000 | Bim peptide-Bcl-XL binding, fluorescence | inhibition, % at 10 µM | Bcl-2-like protein 1 (Homo sapiens), Q07817
Target sequence (Q07817 whole entry, looked up): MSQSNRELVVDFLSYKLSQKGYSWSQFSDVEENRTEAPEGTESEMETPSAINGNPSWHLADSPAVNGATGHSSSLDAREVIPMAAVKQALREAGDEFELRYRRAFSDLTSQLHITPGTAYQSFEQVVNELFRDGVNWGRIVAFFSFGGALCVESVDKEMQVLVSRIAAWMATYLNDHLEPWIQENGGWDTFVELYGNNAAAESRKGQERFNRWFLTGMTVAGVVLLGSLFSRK
Active calls of the source: *; ? = inconclusive; . = no result given. Cut-off read from the data, not from the text of the source, unless noted: active = inhibition above about 40%.

SMILES	Bfl-1 Bim block	Bim-Mcl-1	Bcl-B Bim block	Mcl1 Noxa PPI	RGS4-Gao reg	RGS8-Gao	Mcl1 Bid PPI	Bcl-W Bim block	RGS7-Gao	Bim-Bcl-2	Bim-Bcl-XL
COc1ccccc1Nc1nc2ccccc2n2cnnc12	.	.	.	4	102	100	4	.	?	.	.
CCC(=O)N(C1=C(NC)C(=O)c2ccccc2C1=O)C(C)C	-4	0	-3	1	94	107	-42	-2	?	-3	-1
CC(=O)Nc1ccc(S(=O)(=O)NC2(C(F)(F)F)C(=O)Nc3c2c(=O)n(C)c(=O)n3C)cc1 (configuration not stated)	-9	0	-9	52*	105	100	-129	0	101	-8	-2
CCOC(=O)C1CCN(C(=O)Cc2ccc(OC)c(OC)c2)CC1	-1	0	-2	15	101	98	6	-1	99	-2	-1
CS(=O)(=O)Nc1cccc(C2=NN(S(C)(=O)=O)C(c3ccccc3)C2)c1 (configuration not stated)	-4	-1	-3	13	101	102	-19	1	97	-1	-1
COc1cccc(COCC(O)Cn2cnc3cc(C)c(C)cc32)c1 (configuration not stated)	-7	0	0	25	100	100	25	-2	97	-6	0
CC(=O)c1c(C)oc2ccc(N(C(C)=O)S(=O)(=O)c3ccc(Cl)c([N+](=O)[O-])c3)cc12	-18	-5	-10	5	98	99	-4	-3	104	-12	-8
COc1ccc(NC(=O)CSc2ncnc3[nH]ncc23)cc1	.	.	.	16	103	104	-13	.	?	.	.
Cc1ccc(C)c(NS(=O)(=O)c2cc(C(N)=O)ccc2C)c1	2	0	0	0	106	119	-11	1	109	2	10
CCCCNC(=S)N(C)/N=C/c1ccc2c(c1)OCO2	-12	-2	-7	20	106	104	-85	-2	106	-9	-4
Nc1ccccc1CNc1nc(NCCO)nc2c1ncn2CCN1CCOCC1	.	.	.	-14	103	100	-74	.	?	.	.
CC(C)(C)C1CCc2c(sc(NC(=O)C3CC=CCC3C(=O)O)c2C#N)C1 (configuration not stated)	-2	-3	0	21	106	100	-16	-5	102	-2	-1
O=C(N/N=C/c1cccnc1)C(O)(c1ccccc1)c1ccccc1	-12	-2	-10	.	100	101	-12	0	95	-8	0
CCN1CCCC1CNC(=O)c1ccc(CS(=O)(=O)c2ccccc2C)o1 (configuration not stated)	0	0	2	20	98	100	-2	0	98	2	2
CC(C)NC(=O)COC(=O)c1ccc(O)cc1	-7	-3	-11	-12	98	96	-30	-2	101	-11	-5
COc1ccccc1Oc1coc2c(CN3CCOCC3)c(O)ccc2c1=O	.	.	.	10	103	100	-31	.	?	.	.
O=c1[nH]c(=S)n(-c2cccc(Cl)c2)c(O)c1/C=N/N1CCOCC1	.	.	.	16	106	101	-28	.	?	.	.
CCOC(=O)C1CCCN(S(=O)(=O)c2ccc(NC(C)=O)cc2)C1 (configuration not stated)	-5	0	-1	-3	105	109	-25	3	105	1	0
Cc1nc2c(-c3ccc(F)cc3)c(C)nn2c(C)c1CCC(=O)Nc1ccc(F)cc1F	.	.	.	-18	97	100	-5	.	?	.	.
Cc1ccc(C)c(C(=O)c2c(C)nc3sccn23)c1	-2	-1	-3	18	105	114	-18	-3	104	-2	-13
CCCCC1=CC2=CC(=O)C(C)(OC(=O)CC)C(=O)C2=CN1CCc1ccc(Br)cc1 (configuration not stated)	.	.	.	2	104	107	-74	.	?	.	.
Cc1c(Cl)c([N+](=O)[O-])nn1CCCC(=O)Nc1cccc(Cl)c1	-4	-7	-6	16	104	103	-10	-6	102	-4	-4
CC1CCc2nc3ccccc3c(C(=O)OCC(=O)N(C)C3CCS(=O)(=O)C3)c2C1 (configuration not stated)	-6	0	-2	-12	101	100	-3	-1	101	-3	-3
CCOc1cc(C)c(Cl)cc1S(=O)(=O)n1cnc2ccccc21	-15	-5	-6	18	102	106	25	-2	101	-16	-7
O=C(CSc1nc2cc(Cl)ccc2s1)Nc1cccc(S(=O)(=O)N2CCOCC2)c1	-9	-4	-13	9	100	102	-38	-6	98	-4	-9
Cc1noc(C)c1-c1nc(CSc2ccc(Cl)cc2)no1	.	.	.	-39	97	101	-16	.	?	.	.
CCCn1nnc(NC(=S)NC(=O)c2cccs2)n1	-2	-4	-8	1	95	98	-61	-3	93	0	-9
O=C(CCn1cnnn1)Nc1ccccc1F	0	16	2	-1	95	99	-27	-7	97	0	-2
Cn1nnc2cc(C(=O)NCc3ccco3)ccc21	-17	0	-12	-6	104	103	-26	-1	102	-11	-2
Cc1cccc(N(C)C(=O)COc2cc(=O)n(C)c3ccccc23)c1	-5	-2	-4	0	98	100	-5	-5	100	-6	0
CCOC(=O)c1ccc(NC(=O)c2cn(-c3ccccc3)nc2-c2ccncc2)cc1	-5	-5	-3	5	104	104	-43	-5	100	-1	-4
NC(=O)CC(NC(=O)c1ccc(Br)cc1)c1ccc(NCc2ccc(F)c(F)c2)c([N+](=O)[O-])c1 (configuration not stated)	.	.	.	6	105	103	0	.	?	.	.
Cc1cccc(N2CCN(CC(=O)Nc3ccc(-n4cnnn4)cc3)CC2)c1C	-3	0	0	14	97	101	-3	-1	98	2	0
O=C(CCCOc1ccccc1)Nc1cccc([N+](=O)[O-])c1	-3	0	-2	-8	102	101	-14	0	101	-3	0
N#Cc1nc(-c2ccco2)oc1NCCN1CCOCC1	0	-2	0	0	102	102	-25	0	98	-3	-1
Cn1cc(CN2CCc3c([nH]c4ccccc34)C2C2CCCCC2)cn1 (configuration not stated)	-6	-4	-5	6	100	101	-46	-2	103	-7	-2
CN(C)c1nc(OCCNC(=O)COc2ccccc2Cl)nc(N(C)C)n1	11	0	-2	-4	92	80	-21	0	96	9	-3
CN(C)S(=O)(=O)c1cccc(-c2cn3cc(Cl)ccc3n2)c1	0	6	1	-3	90	96	-22	0	94	1	2
COc1ccccc1-n1cc(C(=O)N2CCCC(CO)(Cc3ccccc3C)C2)cn1 (configuration not stated)	-5	0	-4	9	101	101	-2	0	99	-5	-5
NC1=NC[C@H](Cc2ccc(O)cc2)N1CCc1cccc(F)c1	.	.	.	20	99	96	-32	.	?	.	.

Part of the list above, with each value named.
Cn1nnc2cc(C(=O)NCc3ccco3)ccc21
  Bfl-1 Bim block: -17
  Bim-Mcl-1: 0
  Bcl-B Bim block: -12
  Mcl1 Noxa PPI: -6
  RGS4-Gao reg: 104
  RGS8-Gao: 103
  Mcl1 Bid PPI: -26
  Bcl-W Bim block: -1
  RGS7-Gao: 102
  Bim-Bcl-2: -11
  Bim-Bcl-XL: -2

Cc1cccc(N(C)C(=O)COc2cc(=O)n(C)c3ccccc23)c1
  Bfl-1 Bim block: -5
  Bim-Mcl-1: -2
  Bcl-B Bim block: -4
  Mcl1 Noxa PPI: 0
  RGS4-Gao reg: 98
  RGS8-Gao: 100
  Mcl1 Bid PPI: -5
  Bcl-W Bim block: -5
  RGS7-Gao: 100
  Bim-Bcl-2: -6
  Bim-Bcl-XL: 0

Next section.
SMILES	Bfl-1 Bim block	Bim-Mcl-1	Bcl-B Bim block	Mcl1 Noxa PPI	RGS4-Gao reg	RGS8-Gao	Mcl1 Bid PPI	Bcl-W Bim block	RGS7-Gao	Bim-Bcl-2	Bim-Bcl-XL
Cc1ccc2c(c1)C1C3CCC(C3)C1S(=O)N2 (configuration not stated)	-4	0	-1	-3	99	105	-10	1	103	-2	-2
COc1cccc(/C=N/N2C(=O)CSC2=S)c1O	7	-5	-34	22	101	101	-39	-4	113	-1	-5
CCOc1cc(C(=O)Nc2ccc3c(c2)OCO3)ccc1OCCOc1ccccc1Cl	1	2	2	9	96	89	3	2	98	1	1
CCOC(=O)C(NCc1ccccc1OC)(NC(C)=O)C(F)(F)F (configuration not stated)	-8	0	-4	-10	93	97	-14	5	91	-2	-2
CCn1c(SCC(=O)N2CCCc3ccccc32)nnc1-c1ccco1	-13	-65	-22	1	101	102	-12	3	99	-13	0
Cc1ccc(S(=O)(=O)Nc2ccc(Oc3cccnc3)nc2)cc1	.	.	.	27	91	94	-9	.	?	.	.
c1cn2cc(CN3CCOCC3)nc2s1	0	0	2	-1	113	102	-52	0	107	0	0
CCCCC(=O)NC(c1ccco1)c1cc(Cl)c2cccnc2c1O (configuration not stated)	6	0	0	-25	97	96	-41	1	98	2	0
COc1ccc2nc(Cl)c(C3CC(c4ccco4)=NN3C(=O)CCCC(=O)O)cc2c1 (configuration not stated)	.	.	.	3	99	99	8	.	?	.	.
Cc1cccc(C)c1OCc1nnc(SCC(=O)Nc2nccs2)n1-c1ccccc1	-9	-2	-6	21	95	95	-11	3	92	-6	-8
O=C(N/C(=C/c1ccc(Br)cc1)c1nc2ccccc2[nH]1)c1ccco1	0	0	0	3	124	137	-6	-2	126	-1	-1
C/C(=N\Nc1ccc(F)cc1F)c1ccc(N2CCOCC2)cc1	-3	-3	-4	3	99	101	-44	0	103	0	-1

Structures from the list above containing fluorine:
SMILES	Bfl-1 Bim block	Bim-Mcl-1	Bcl-B Bim block	Mcl1 Noxa PPI	RGS4-Gao reg	RGS8-Gao	Mcl1 Bid PPI	Bcl-W Bim block	RGS7-Gao	Bim-Bcl-2	Bim-Bcl-XL
CC(=O)Nc1ccc(S(=O)(=O)NC2(C(F)(F)F)C(=O)Nc3c2c(=O)n(C)c(=O)n3C)cc1 (configuration not stated)	-9	0	-9	52*	105	100	-129	0	101	-8	-2
Cc1nc2c(-c3ccc(F)cc3)c(C)nn2c(C)c1CCC(=O)Nc1ccc(F)cc1F	.	.	.	-18	97	100	-5	.	?	.	.
O=C(CCn1cnnn1)Nc1ccccc1F	0	16	2	-1	95	99	-27	-7	97	0	-2
NC(=O)CC(NC(=O)c1ccc(Br)cc1)c1ccc(NCc2ccc(F)c(F)c2)c([N+](=O)[O-])c1 (configuration not stated)	.	.	.	6	105	103	0	.	?	.	.
NC1=NC[C@H](Cc2ccc(O)cc2)N1CCc1cccc(F)c1	.	.	.	20	99	96	-32	.	?	.	.
CCOC(=O)C(NCc1ccccc1OC)(NC(C)=O)C(F)(F)F (configuration not stated)	-8	0	-4	-10	93	97	-14	5	91	-2	-2
C/C(=N\Nc1ccc(F)cc1F)c1ccc(N2CCOCC2)cc1	-3	-3	-4	3	99	101	-44	0	103	0	-1

Screens as filed in PubChem.
